F508del corr: correctors of CFTR F508del function in bronchial epithelial cells | actives 0.36% (n = 350,000) | CFBE cells, YFP halide quenching; stimulated with forskolin plus potentiator P3; % fluorescence drop versus neutral controls | activity (quench increase), % at 7.58 µM;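 active = mean added fluorescence quench of at least 8% versus neutral control, with both replicates also reaching 8%; inconclusive = only one of the mean or replicate conditions met; inactive = mean below 8% and not both replicates reaching 8%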;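 also: cells transiently co-express mutant CFTR-F508del with the halide-sensitive YFP; corrector assay measuring rescue of mutant channel to the surface after 24 h compound exposure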
RAD52 inh: blocks human RAD52 DNA annealing | AID 651710 | inhibition, % at 18.7 µM | actives 0.46% (n = 360,000) | recombinant RAD52 DNA annealing, FRET fluorescence | P43351;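 active = every replicate showing at least 50% inhibition; inconclusive = mean inhibition at least 50% but not in every replicate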
Target sequence (P43351 whole entry, looked up): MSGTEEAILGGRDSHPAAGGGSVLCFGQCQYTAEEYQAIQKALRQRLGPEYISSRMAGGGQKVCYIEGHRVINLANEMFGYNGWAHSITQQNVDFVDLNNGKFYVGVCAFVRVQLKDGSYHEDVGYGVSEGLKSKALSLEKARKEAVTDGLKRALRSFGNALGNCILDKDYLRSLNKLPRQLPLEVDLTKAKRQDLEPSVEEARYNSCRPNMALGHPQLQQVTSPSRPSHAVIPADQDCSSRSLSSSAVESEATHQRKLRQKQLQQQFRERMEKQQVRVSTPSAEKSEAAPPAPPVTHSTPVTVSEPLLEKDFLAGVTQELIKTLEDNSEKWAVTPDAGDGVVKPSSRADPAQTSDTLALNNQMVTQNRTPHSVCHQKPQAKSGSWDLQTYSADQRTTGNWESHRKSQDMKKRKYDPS
RAD54 branch: RAD54 (human) branch migration inhibition | actives 0.14% (n = 360,000) | RAD54 Holliday junction branch migration, FAM/BHQ fluorescence | inhibition, % at 10.4 µM | Q92698 | AID 602329;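 active = mean normalized replicate activity at least 40 and at least half of replicates scoring 40 or more; inconclusive = only one of the two criteria met; inactive = mean below 40 and under half of replicates reaching 40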;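 also: 0% = median of neutral control wells and 100% = median of positive control wells; inhibitors cause a drop in the FAM fluorescence signal; in these data hits start at about 50%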
INS-1E GSIS act: GLuc luminescence reporter in INS-1E cells, primary screen for activators of glucose-dependent secretion of insulin | INS-1E GLuc reporter insulin secretion, 2-3 h | activation, % at 16.6 µM | actives 0.61% (n = 370,000) | AID 743287;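 active = lowest replicate activation of at least 40%, so every replicate reaches that level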;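 also: 0% = median of neutral control wells and 100% = median of IBMX positive control wells; some compounds called inactive have numbers as strong as hits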
Xi reactivation: X-chromosome reactivation activator; XiGFP mouse fibroblasts, % GFP-positive cells imaging, 3 d; cells co-treated with 5-aza-dC sensitizer; scaled so ellipticine positive control = 100%; activation, % at 7.58 µM; actives 0.055% (n = 360,000); AID 743238;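 active = mean normalized replicate activation at least 10% and every replicate at or above 10%; inconclusive = only one of the two criteria met; inactive = mean below 10% and not all replicates reach 10%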;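 also: 0% = median of on-plate neutral control wells and 100% = ellipticine 6 µM median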
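System: SV40-immortalized XiGFP fibroblast cells, line 68-5-11 / Incubation: 3-day compound exposure, then 15 min fixation at room temperature / Compound: single concentration per compound, delivered by pin transfer / Buffer or medium: DMEM plus 5-aza-dC sensitizer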
Casp6 inh: blocks human caspase-6 cleavage activity; purified caspase-6, Z-VEID-R110 cleavage fluorescence; inhibition, % at 12.5 µM; actives 0.53% (n = 350,000); AID 686996;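 active = mean inhibition across replicates at least about 35%, with every replicate also reaching that limit, limit read from the data; inconclusive = only one of the two criteria met; inactive = neither criterion met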;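 also: 0% = median of neutral control wells and 100% = no fluorescence left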
E-selectin induc: induces E-selectin expression in human endothelial cells; P16581; activation, % at 7.58 µM; actives 0.37% (n = 260,000); HUVEC E-selectin immunofluorescence imaging; normalized: neutral wells 0, TNF-alpha wells 100;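 active = mean E-selectin-positive cell signal at least 10% of the positive control, reached in at least 60% of replicates, without over 20% cell loss; inconclusive = no rule given, readout overlaps actives, possibly toxicity-flagged; inactive = the rest, including those meeting only one limit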;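 also: in these data hits start at about 27%; measured in HUVEC primary endothelial cells; signal is the percent of cells scored E-selectin positive by PE staining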
Target sequence (P16581 whole entry, looked up): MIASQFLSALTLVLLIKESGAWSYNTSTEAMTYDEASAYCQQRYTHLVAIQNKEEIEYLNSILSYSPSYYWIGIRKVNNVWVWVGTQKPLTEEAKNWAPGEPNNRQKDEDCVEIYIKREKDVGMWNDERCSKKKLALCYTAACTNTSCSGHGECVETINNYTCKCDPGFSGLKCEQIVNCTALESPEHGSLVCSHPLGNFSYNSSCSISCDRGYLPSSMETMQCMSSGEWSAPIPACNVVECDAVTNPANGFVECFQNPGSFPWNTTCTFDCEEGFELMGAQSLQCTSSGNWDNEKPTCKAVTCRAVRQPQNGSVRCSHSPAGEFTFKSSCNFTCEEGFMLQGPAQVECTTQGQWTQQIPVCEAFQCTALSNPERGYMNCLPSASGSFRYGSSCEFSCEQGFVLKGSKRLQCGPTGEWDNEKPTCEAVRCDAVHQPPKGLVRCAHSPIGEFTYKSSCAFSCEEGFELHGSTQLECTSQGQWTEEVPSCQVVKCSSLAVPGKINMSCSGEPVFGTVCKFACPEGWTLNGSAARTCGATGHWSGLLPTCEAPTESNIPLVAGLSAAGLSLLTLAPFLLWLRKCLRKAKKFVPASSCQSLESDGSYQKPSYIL
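Test system – human umbilical vein endothelial cells (HUVEC), E-selectin induction · Input – 3,000 HUVEC seeded per well · Buffer or medium – EGM-2, gelatin · Compound dosing – single-point compound dose · Detection – immunofluorescence imaging · Measure – percent E-selectin-positive cells · Controls – TNF-alpha high, DMSO low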
DENV2 CPE rescue: DENV2-induced cell death inhibition; DENV2-infected cells, cytopathic effect rescue, plate reader; CPE inhibition, % at 9.99 µM; actives 1.7% (n = 350,000); AID 651640; in the data active = CPE inhibition above about 20%, passing the limit was not always enough; inconclusive = no clear call, values can overlap the other calls; tested in BHK-21 cells;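 also: 0% = median of neutral control wells and 100% = median of positive control wells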
* marks the source's active call; other numbers are inactive results; ? = inconclusive; . = not tested or not shown; & = joins results of further samples.

SMILES | F508del corr | RAD52 inh | RAD54 branch | INS-1E GSIS act | Xi reactivation | Casp6 inh | E-selectin induc | DENV2 CPE rescue
C[C@@H]1CN([C@H](C)CO)C(=O)Cc2cc(NC(=O)Nc3cccc4ccccc34)ccc2O[C@@H]1CN(C)S(=O)(=O)c1cccs1 | -1.5 | . | 1 | 9 | 0.2 | . | 4.3 | -5
CCOC(=O)c1nc2c(ccc3ccccc32)cc1C | -2.9 | -9 | 3 | 2 | 0.1 | -2 | -0.2 | 2
Cc1ccc(OCC(=O)Nc2cc(C(=O)O)cc(C(=O)O)c2)cc1C | 0.9 | 1 | 11 | -7 | 0.0 | 11 | . | -7
O=C(Nc1ccc2nc(C3CC3)n(Cc3ccccc3)c(=O)c2c1)C1CC1 | 0.7 | -17 | . | 1 | -0.1 | -2 | -0.2 | 2
CCCN1C[C@H](C)[C@H](OC)CN(C)C(=O)c2cc(NS(C)(=O)=O)ccc2OC[C@@H]1C | 2.7 | . | 3 | -1 | 0.2 | . | -0.2 | .
CCCC(=O)Nc1ccc2c(c1)C(=O)N(C)C[C@H](OC)[C@@H](C)CN(Cc1cncnc1)[C@H](C)CO2 | -4.4 | 7 | 0 | -5 | 0.0 | -2 | -0.3 | 5
N#Cc1cnc2cc(-c3ccccc3)nn2c1N | 0.4 | -11 | 2 | 8 | -0.1 | -2 | 0.1 | 1
CCCNC(=O)N(C)C[C@H]1Oc2ncc(C3=CCCC3)cc2C(=O)N([C@@H](C)CO)C[C@H]1C | 2.5 | -6 | -1 | -1 | -0.8 | 2 | 0.3 | 4
C=C(C)c1cccc(C(C)(C)NC(=O)Nc2ccc(OC)cc2)c1 | -3.4 | -6 | -4 | 6 | 0.1 | -2 | 0.0 | -3
COCC(=O)N1CC(=O)N2[C@H](CO)[C@@H](c3ccc(C#CC4CCCCC4)cc3)[C@H]2C1 | 1.5 | -5 | . | 24 | 0.0 | -2 | 0.3 | 11
NC(=O)CNC(=O)c1cccc(Cl)c1 | -7.0 | -1 | 2 | . | 0.0 | 2 | 0.2 | 5
C[C@@H]1CN([C@H](C)CO)C(=O)c2cc(NC(=O)Nc3ccccc3)ccc2O[C@@H](C)CCCCO[C@@H]1CN(C)Cc1ccncc1 | -2.0 | 15 | -1 | -14 | 0.0 | -1 | 0.0 | -3
Cc1ccc(S(=O)(=O)Nc2ccc3c(c2)CC(=O)N([C@@H](C)CO)C[C@H](C)[C@@H](CN(C)C(=O)Nc2ccc(F)cc2)O3)cc1 | -0.7 | 9 | 2 | -4 | 0.1 | 0 | 0.0 | -11
COC(=O)[C@@]1(Cc2ccc(OC)cc2)[C@H]2c3cc(C(=O)N4CCCC4)n(Cc4ccc(OC)c(OC)c4)c3C[C@H]2CN1C(=O)c1ccccc1 | -0.9 | -52 | . | -8 | -0.1 | 6 | 0.1 | 9
O=C(CCN1C(=O)c2ccccc2S1(=O)=O)N1CCN(c2cccc(Cl)c2)CC1 | 2.2 | -7 | -1 | -34 | -0.1 | 4 | -0.1 | -21
COc1ccccc1CNC(=O)C[C@@H]1C[C@H]2c3cc(N(C)C)ccc3O[C@H]2[C@H](CO)O1 | 1.8&2.4 | 5&-37 | -8&5 | 2&21 | 0.1&0.2 | -1&3 | -0.1 | ?
NC(=O)CC(NC(=O)Cc1cccc2ccccc12)c1ccc(N2CCN(c3ccc(F)cc3)CC2)c([N+](=O)[O-])c1 (centres undefined) | -1.2 | -5 | 9 | 16 | 0.1 | . | -0.8 | -3
CO[C@H]1CN(C)C(=O)c2ccc(NC(=O)c3cnccn3)cc2OC[C@@H](C)N(C(C)=O)C[C@@H]1C | -0.1 | -15 | 1 | -7 | 0.0 | 1 | 0.0 | 9
O=C(N/N=C/c1ccc(O)c2ncccc12)c1cccc(Br)c1 | -0.1 | -12 | . | 11 | 1.5 | 14 | . | -4
CC1=C(C(=O)OCc2ccccc2)C(c2ccccc2)NC(=O)N1 (centres undefined) | -0.1 | -8 | 4 | -10 | -0.1 | 0 | . | ?
O=C(Nc1cccc(Cl)c1)c1csc([C@@H]2O[C@H](CO)[C@H](O)[C@H](O)[C@H]2O)n1 | 3.4 | -5 | 4 | 7 | -0.2 | -1 | . | 5
CCC(=O)N1CC[C@@H]2[C@@H](CO)Nc3ccc(C#Cc4ccc(F)cc4)cc3[C@@H]21 | 0.1 | -13 | 7 | -5 | 0.1 | 6 | 4.3 | 5
COc1ccc(N2CCN(C(=O)CSc3ncn[nH]3)CC2)cc1 | 1.3 | -12 | -7 | 20 | -0.2 | 1 | . | ?
COCc1nnc(NC(=O)CS(=O)(=O)c2ccc(C)cc2)s1 | -0.5 | -14 | -9 | 6 | 0.0 | 6 | 0.7 | 0
Cc1ccccc1C(=O)NC(CC(C)C)C(=O)Nc1ccc(F)c([N+](=O)[O-])c1 (centres undefined) | -2.0 | -3 | . | -13 | -0.1 | 0 | . | 9

Following part
SMILES | F508del corr | RAD52 inh | RAD54 branch | INS-1E GSIS act | Xi reactivation | Casp6 inh | E-selectin induc | DENV2 CPE rescue
Nn1c(SCC(=O)Nc2ccccc2F)nnc1-c1cccs1 | 3.1 | -8 | . | 0 | 0.1 | 1 | 0.3 | -4
C[C@@H]1CN([C@@H](C)CO)S(=O)(=O)c2ccc(-c3ccccc3F)cc2O[C@@H]1CN(C)C(=O)C1CC1 | -4.0 | 7 | 8 | -13 | -0.9 | -1 | -0.1 | 0
CCc1nn2c(NCCOC)cc(C)nc2c1-c1ccc(F)cc1 | -0.4 | -7 | . | 13 | 0.0 | -1 | 5.0 | 2
COc1ccccc1OCCNC(=O)CNC(=O)c1ccc(Cl)c(Cl)c1 | 3.2 | -1 | . | -16 | -0.1 | 5 | -1.8 | 12
O=C(CSc1ccc(-c2ccc(F)cc2)nn1)N1CCCCC1 | -0.5 | -14 | -8 | -20 | . | 3 | . | -4
COc1cccc(CN2CCN(Cc3ccc4cccc(F)c4n3)CC2CCO)c1 (centres undefined) | 1.7 | -16 | -4 | 0 | 0.3 | -1 | -0.2 | -2
Cc1ccc(S(=O)(=O)N(C)C[C@@H]2OCCCC[C@@H](C)Oc3ccc(NC(=O)Nc4ccccc4)cc3C(=O)N([C@@H](C)CO)C[C@H]2C)cc1 | 0.8 | -14 | 18 | -7 | -0.1 | 0 | . | 4
S=C(c1ccc(-c2cccc(Cl)c2)o1)N1CCCCC1 | 1.4 | -6 | . | -5 | -0.1 | -2 | 0.0 | -6
Cc1ccccc1NC(=O)C(=O)NCCCN1CCOCC1 | -3.5 | -4 | . | -15 | 0.0 | -3 | . | 0
Nc1c(N(Cc2ccco2)C(=O)c2ccccc2F)c(=O)[nH]c(=O)n1Cc1ccccc1 | 0.4 | -12 | 5 | 25 | -0.1 | -3 | -0.1 | -7
COc1cc(C(=O)NCc2nnc(SCC(=O)Nc3cccc(C(F)(F)F)c3)o2)cc(OC)c1OC | 1.3 | 0 | 1 | -12 | 0.2 | 0 | . | 5
O=C(NCc1ccccn1)C(=O)Nc1cc2c3c(c1)CC(=O)N3CCC2 | 1.2 | -6 | 6 | -6 | 0.0 | 5 | . | -3
O=C1c2ccccc2S(=O)(=O)c2cc(C(=O)N3CCN(c4ccc(Cl)cn4)CC3)ccc21 | 0.3 | -15 | 9 | -4 | 0.0 | 2 | -0.1 | 42*
CCCNC(=O)C[C@@H]1C[C@H]2c3cc(NC(=O)c4ccc5c(c4)OCO5)ccc3O[C@H]2[C@@H](CO)O1 | 1.3&-0.7 | -12&2 | -3 | -10&6 | 0.2&0.1 | -2&2 | -0.1&-0.3 | -8&-9
Cc1cc2ccccc2c(=O)n1CC(=O)NCC(=O)N1CCN(c2ccccc2F)CC1 | . | 14 | -6 | -8 | . | 0 | . | .
O=C(O)C(O)(c1ccccc1)C(O)c1ccccc1 (centres undefined) | -1.3 | 5 | . | 6 | 0.4 | 1 | 2.7 | -2
COc1ccc(OC)c(NC(=O)COC(=O)C2CCCCC2)c1 | 0.2 | -1 | -5 | . | 0.3 | 0 | -0.2 | -1
Cc1cccc(C)c1NC(=O)c1sc(Cl)nc1C | . | -13 | . | 6 | 0.0 | 7 | . | 2
CC(C)(C)NC(=O)CN(Cc1ccc2c(c1)OCO2)C(=O)CCC(=O)Nc1nccs1 | 0.3 | 6 | . | 12 | 0.0 | -2 | . | 3
CN(CC(=O)Nc1ccccc1-c1ccccc1)Cc1ccccc1Cl | 2.4 | -21 | 5 | -5 | 0.2 | -2 | . | 2
COc1ccc(-c2nn(-c3ccccc3)cc2/C=C2/SC(=S)N(CCC(=O)O)C2=O)cc1 | -0.1 | -192 | 1 | 11 | 0.1 | 47* | . | 18
O=C(CSc1nnc2c(n1)[nH]c1ccc(S(=O)(=O)N3CCOCC3)cc12)Nc1ccccc1Cl | -2.5 | -24 | -6 | -3 | 0.2 | 2 | 1.0 | .
CO[C@H]1CN(C)C(=O)c2cc(NC(C)=O)ccc2OC[C@@H](C)N(S(=O)(=O)c2cn(C)cn2)C[C@@H]1C | -1.2 | -18 | 0 | 2 | 0.5 | 0 | 0.0 | -1
COc1ccccc1C(=O)COC(=O)Cn1c(C)csc1=O | -0.7 | -4 | -16 | 21 | -0.1 | 2 | 0.1 | -2
Brc1ccc(-c2nc(-c3ccncc3)no2)cc1 | -1.0 | -10 | 2 | 7 | 0.0 | 0 | 0.3 | -2

(listing goes on)
SMILES | F508del corr | RAD52 inh | RAD54 branch | INS-1E GSIS act | Xi reactivation | Casp6 inh | E-selectin induc | DENV2 CPE rescue
O=C(NCc1ccncc1)c1ccc(Cn2cc(C(F)(F)F)ccc2=O)cc1 | . | -9 | -6 | 4 | . | -5 | . | .
C[C@@H]1CN([C@H](C)CO)C(=O)c2cc(NS(=O)(=O)c3ccc(Cl)cc3)ccc2O[C@@H](C)CCCCO[C@@H]1CN(C)C(=O)CCCN(C)C | 0.0 | 38 | 13 | 1 | -0.1 | -1 | -0.3 | 22*
CCC(=O)Nc1ccc2c(c1)OC[C@@H](C)N(CC1CCCCC1)C[C@H](C)[C@@H](OC)CN(C)C2=O | 2.5 | . | . | -16 | -0.3 | . | -0.1 | .
CCCN(C)C[C@H]1Oc2ncc(Br)cc2C(=O)N([C@@H](C)CO)C[C@H]1C | -1.3 | 0 | 4 | 16 | -0.2 | -2 | -0.4 | -6
Cc1nc2nc(NC(=O)c3ccco3)[nH]n2c(=O)c1C | -0.8 | 6 | -4 | 18 | -0.1 | -1 | 0.8 | ?
Cc1nnc2c(NCCC(C)C)nc3ccccc3n12 | -3.4 | -9 | -9 | 13 | 0.0 | -1 | 0.5 | 4
CC(C)C[C@@H]1COc2cc(F)ccc2S(=O)(=O)N1 | 4.4 | 2 | . | 4 | 0.9 | 0 | . | -10
COc1ccc2[nH]c(-c3cccc(F)c3)cc(=O)c2c1 | 3.0 | -15 | -5 | 11 | 1.2 | 4 | 0.1 | 2
CS(=O)(=O)Nc1ccc(-c2cncc3nccn23)cc1 | -3.1 | -15 | 8 | 11 | 0.4 | 2 | -0.1 | -10
COc1ccc(C(=O)N(Cc2ccccc2)c2ccc(C)cc2)cc1S(=O)(=O)N1CCOCC1 | 0.9 | -44 | -19 | -23 | 0.0 | -56 | 4.3 | ?
CO[C@H]1CC[C@@H]2CCOc3ccc(C#N)cc3C(=O)N(C)[C@@H](C)C(=O)N(C)C[C@H]1O2 | . | 3 | 5 | 7 | 0.0 | -2 | 0.1 | 1
